Screening results from PubChem BioAssay.
FLuc inh counter – inhibits firefly luciferase, flagging false hits in luciferase inhibition screens | ATPLite firefly luciferase biochemical luminescence, 10 min | P08659 | AID 1006 | inhibition, % at 10 µM | 1.5% of 200,000 active;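 active = inhibition above about 50% when tested at 10 µM, limit read from the data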
Target sequence (P08659 whole entry, looked up): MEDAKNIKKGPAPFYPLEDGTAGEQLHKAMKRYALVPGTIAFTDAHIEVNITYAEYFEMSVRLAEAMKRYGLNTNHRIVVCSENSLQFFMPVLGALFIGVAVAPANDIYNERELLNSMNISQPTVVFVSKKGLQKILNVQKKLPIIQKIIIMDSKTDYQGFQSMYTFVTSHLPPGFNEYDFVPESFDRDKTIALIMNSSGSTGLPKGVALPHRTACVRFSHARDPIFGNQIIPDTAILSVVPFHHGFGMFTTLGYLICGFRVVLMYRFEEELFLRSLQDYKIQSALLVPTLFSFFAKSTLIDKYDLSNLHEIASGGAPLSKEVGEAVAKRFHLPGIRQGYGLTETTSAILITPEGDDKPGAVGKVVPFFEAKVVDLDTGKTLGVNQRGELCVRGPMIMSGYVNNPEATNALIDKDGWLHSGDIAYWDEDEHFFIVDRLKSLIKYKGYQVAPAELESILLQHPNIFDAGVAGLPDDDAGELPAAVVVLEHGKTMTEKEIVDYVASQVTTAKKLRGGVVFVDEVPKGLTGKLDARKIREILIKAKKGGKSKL
Hsp70 act – switches on Hsp70 transcription | HeLa Hsp70 promoter luciferase reporter, luminescence; scaled: vehicle 0, proteasome-inhibitor control 100% | activation, % at 10 µM | 0.04% of 200,000 active | AID 1203;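 active = activation above the mean across all tested compounds plus 3 SD, cutoff set per campaign, cut at about 5.5% in these data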;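 also: 100% = MG132 at 30 µM as the positive control and 0% = DMSO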
NF-kB expr up – NF-kB expression increase, human neuronal cells. NF-kB reporter expression; stronger effect = higher value. fold change at 12.5 µM. 1.6% of 190,000 active. AID 1239; in the data active = fold change above about 3.3
FLuc act counter – affects firefly luciferase, flagging false hits in luciferase stimulation screens; 200,000 tested, under 10 active; P08659; activation factor at 10 µM; ATPlite luciferase biochemical, luminescence, 10 min; 0 = ATP-free wells, 1 = DMSO control; AID 1027;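 active = luciferase activation factor, scaled between plate controls, of at least 2 with compound at 10 µM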
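System: Luciferase/luciferin detection reagent, cell-free biochemical luciferase assay | Medium: PBS buffer for ATP | Dosing: Test compounds dosed from 2 mM stocks in 100% DMSO | Timing: 10 min at ambient temperature | Signal: Luminescence measurement of luciferase light output | Evaluation: Luciferase activation, seen as luminescence increase over controls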
DTT redox prof – compounds producing H2O2 with reducing agent – biochemical, NIH compound library profiling, artefact control for MLSCN library redox annotation, primary screen. AID 878. activation, % at 10 µM. DTT-dependent redox cycling H2O2, phenol red/HRP absorbance; 100% = 100 µM peroxide control, 0% = buffer. 0.03% of 200,000 active;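 active = activation of at least 50% relative to the plate's high and low controls in the primary single-dose screen; inactive = activation below 50%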;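 also: compound incubated with DTT at 0.8 mM final as the reducing agent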
STAT1 act – increases IFN-gamma driven STAT1 reporter signal. NIH 3T3 STAT1-luciferase reporter, luminescence; 100% = IFN-gamma alone, no compound. activation (% of control), % at 5.5 µM. 2.6% of 200,000 active. AID 932;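 active = activation above the screen-wide mean activation plus 3 SD, cut at about 130% in these data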;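 also: raw ratio to IFN-gamma control signal so 100% means no change and 0% no light; values of inactives mirror those of a sister screen read the other way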
APP 5'UTR act – activates APP 5'UTR luciferase reporter | SH-SY5Y APP 5'UTR luciferase reporter, luminescence; zero percent = DMSO vehicle wells | activation, % at 2 µM | 1% of 190,000 active | AID 1276;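 active = activation above a set limit, based on mean plus 3 SD of controls, cut at about 140% in these data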; also: values of inactives mirror those of a sister screen read the other way
APP 5UTR inh – APP translation inhibition | 0.82% of 190,000 active | inhibition, % at 2 µM | SH-SY5Y APP 5'UTR-luciferase reporter, luminescence;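 active = inhibition above a set limit, derived from the sample mean plus 3 SD, cut at about 45% in these data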; also: values of inactives mirror those of a sister screen read the other way
G6PDH counter – counter-screen for G6PDH assay hits: L. mesenteroides G6PDH inhibition. Purified L. mesenteroides G6PDH, diaphorase/resazurin coupled fluorescence, 45 min. AID 1020. inhibition, % at 5 µM. 0.12% of 200,000 active; in the data active = inhibition above about 50%
HMGR II inh – blocks class II HMG-CoA reductase of Enterococcus faecalis; purified E. faecalis HMGR, NADPH absorbance 340 nm kinetic; inhibition, % at 10 µM; 0.41% of 190,000 active; AID 1066;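 active = inhibition above a set limit, the median over all tested compounds plus 3 SD, cut at about 9.5% in these data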;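 also: enzyme runs in reverse so mevalonate oxidation gives rising NADPH absorbance; 0% = complete reaction with DMSO and 100% = background rate lacking mevalonate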
* marks the source's active call; other numbers are inactive results; · = no result given.

SMILES | FLuc inh counter | Hsp70 act | NF-kB expr up | FLuc act counter | DTT redox prof | STAT1 act | APP 5'UTR act | APP 5UTR inh | G6PDH counter | HMGR II inh
CCCc1cc(=O)[nH]c(Nc2ccc3c(c2)OCCO3)n1 | -2 | -0.1 | 0.68 | 1 | -0.8 | 98 | 2 | -2 | 5 | -4
COc1ccc(NC(=O)C2CCC(CNc3c(N4CCCCC4)c(=O)c3=O)CC2)cc1OC (centres undefined) | 2 | -0.3 | 1 | 1 | -2.6 | 101 | 8 | -8 | 10 | 5
CN(C1CCS(=O)(=O)C1)S(=O)(=O)c1ccc(C2CCCCC2)cc1 (centres undefined) | -5 | -0.5 | 0.96 | 1 | 3.2 | 96 | 12 | -12 | 5 | 0
CCCCC(=O)Nc1ccc(F)c(Cl)c1 | -5 | -0.2 | 1.2 | 1.1 | 2.5 | 96 | 10 | -10 | -4 | 1
Cc1c(C=O)cnn1CCC(=O)O | · | 0.9 | · | · | 0.6 | 104 | 5 | -6 | · | ·
COc1ccc(OCC(=O)c2c[nH]c3ccccc23)cc1 | 40 | -0.1 | 1.3 | 0.6 | 0.1 | 101 | 48 | -48 | 2 | -5
CCOc1cccc2sc(Cl)nc12 | 0 | -0.1 | 1.1 | 1 | -0.2 | 93 | -3 | 3 | 7 | -6
CC1CCN(c2ccc(S(=O)(=O)NC3=NCCCCC3)cc2[N+](=O)[O-])CC1 | -8 | 0.0 | 1 | 1.1 | -1.5 | 86 | 11 | -12 | 6 | -2
Cc1cccc(-c2noc(CSc3ccccc3)n2)c1 | -1 | 0.0 | 2.8 | 1 | 2.5 | 145* | 63 | -64 | 7 | 3
CCn1cc([C@@H]2C[C@H]3CN(Cc4cccc(Cl)c4)C(=O)[C@]34CCCN24)cn1 | 3 | 0.0 | 1 | 1 | -1.7 | 95 | 7 | -7 | 11 | -9
CCOC(=O)NC(=O)CSc1nnnn1-c1ccc(Cl)cc1 | -7 | -0.1 | 1.2 | 1.1 | -0.3 | 107 | 10 | -10 | 3 | -3
Cc1c(C)n(C(=O)CSc2nc3ccccc3[nH]2)c2ccccc12 | -4 | -0.4 | 0.87 | 1 | -0.2 | 96 | 42 | -42 | -8 | 1
O=C(/C=C/c1ccc(Cl)cc1)NC(=S)Nc1ccc(N2CCOCC2)c(Cl)c1 | 3 | -0.2 | 1.1 | 1 | 0.5 | 98 | -6 | 6 | -26 | -6
C/C(=N\NC(=O)c1ccc(CN2CCOCC2)cc1)c1ccc([N+](=O)[O-])cc1 | -4 | -0.2 | 0.88 | 1 | -0.5 | 99 | -11 | 11 | -4 | -2
C[C@H]1C(=O)N(C)CCN1C(=O)c1ccccc1OC1CCN(S(C)(=O)=O)CC1 | 3 | -0.4 | 1.2 | 1 | -0.3 | 100 | 9 | -9 | 17 | 9
CC(C)Cc1csc(NC(=O)c2ccccc2Cl)c1C(=O)O | 0 | 0.0 | 1.1 | 1 | -0.3 | 97 | 0 | 0 | 1 | -4
O=C(NCc1ccco1)c1cc([N+](=O)[O-])cc([N+](=O)[O-])c1 | -3 | -0.2 | 1.4 | 1 | -0.7 | 101 | 1 | -1 | 15 | -4
O=C(OCc1ccc(Cl)cc1)c1ccccc1C(=O)c1ccccc1 | 1 | -0.1 | 1.1 | 1 | 2.7 | 102 | 16 | -16 | 4 | 5
CCCCN1C(=O)/C(=C2/Sc3ccccc3N2C)S/C1=N\c1ncn[nH]1 | 0 | -0.4 | 0.85 | 1 | -1.0 | 97 | -5 | 5 | 4 | -3
CCOc1ccccc1Oc1coc2cc(OC(=O)c3ccco3)ccc2c1=O | 0 | -0.1 | 1.4 | 1 | -0.9 | 92 | 16 | -16 | -20 | -2

Arranged by length of the SMILES (high to low): 3 of the compounds above.
SMILES | FLuc inh counter | Hsp70 act | NF-kB expr up | FLuc act counter | DTT redox prof | STAT1 act | APP 5'UTR act | APP 5UTR inh | G6PDH counter | HMGR II inh
CCOc1ccccc1Oc1coc2cc(OC(=O)c3ccco3)ccc2c1=O | 0 | -0.1 | 1.4 | 1 | -0.9 | 92 | 16 | -16 | -20 | -2
CC(C)Cc1csc(NC(=O)c2ccccc2Cl)c1C(=O)O | 0 | 0.0 | 1.1 | 1 | -0.3 | 97 | 0 | 0 | 1 | -4
Cc1cccc(-c2noc(CSc3ccccc3)n2)c1 | -1 | 0.0 | 2.8 | 1 | 2.5 | 145* | 63 | -64 | 7 | 3

Later entries
SMILES | FLuc inh counter | Hsp70 act | NF-kB expr up | FLuc act counter | DTT redox prof | STAT1 act | APP 5'UTR act | APP 5UTR inh | G6PDH counter | HMGR II inh
O=C(/C(C=Nc1cccc(C(F)(F)F)c1)=C(/O)c1ccco1)C(F)(F)F | 24 | -0.5 | 1.6 | 0.8 | 0.1 | 108 | 25 | -25 | 4 | 1
O=C(Cc1cccs1)Nc1nnc(COc2ccccc2)s1 | · | 0.1 | · | · | 0.6 | 102 | 10 | -10 | · | ·
COCCCN(C(=O)c1ccco1)c1nc(-c2cc(OC)ccc2OC)cs1 | -5 | -0.5 | 0.87 | 1.1 | 2.7 | 98 | -17 | 17 | 3 | -6
COC(=O)c1cn(C(=O)c2ccccc2)c2ccccc12 | -10 | -0.3 | 0.92 | 1.1 | 0.2 | 102 | -5 | 5 | 8 | -6
O=C(Nc1cccnc1)c1ccccc1F | -2 | -0.3 | 1.1 | 1 | 0.1 | 102 | 20 | -20 | 3 | 5
CSC1=NC2C(N1)N(C)C(=O)N2C (centres undefined) | -4 | -0.1 | 0.91 | 1 | 0.0 | 102 | 1 | -1 | 6 | -4
COC(=O)CN1C(=S)N(c2ccc(OC)cc2)C(=O)/C1=C/c1ccc(N2CCOCC2)cc1 | -2 | 0.4 | 1.2 | 1 | 0.0 | 101 | -10 | 10 | 4 | -1
Cc1cc(NC(=O)CSc2nc3ccccc3[nH]2)no1 | -3 | 0.0 | 1.1 | 1 | 0.3 | 107 | · | 17 | 34 | 0
CCC1CCCCN1C(=O)COc1cc(=O)n(C)c2ccccc12 (centres undefined) | -5 | -0.4 | 0.92 | 1.1 | -1.5 | 92 | -10 | 10 | 1 | -7
Cc1ccc(SCC(=O)Nc2cccc(-c3nnc(-c4ccco4)o3)c2)cc1 | -2 | -0.2 | 1.6 | 1 | 1.8 | 134* | 56 | -56 | -63 | -2
COc1cc(/C=N/N2C(C)CCCC2C)cc(Br)c1O (centres undefined) | -5 | -0.3 | 1.3 | 1 | -2.3 | 104 | -24 | 24 | 7 | 1
O=C(NC1CC2CCCC(C1)N2Cc1ccccc1)C1CCCCC1 (centres undefined) | -7 | -0.4 | 1.1 | 1.1 | -1.7 | 100 | -15 | 15 | 12 | -3
Cc1ccc(C2C(C#N)=C(N)N(c3ncn[nH]3)C3=C2C(=O)CC(C)(C)C3)cc1 (centres undefined) | -5 | -0.1 | 0.99 | 1 | 0.1 | 96 | 6 | -6 | 8 | -6
CC(=O)Nc1cccc(C(=O)OCc2ccc([N+](=O)[O-])cc2)c1 | -7 | 0.1 | 0.94 | 1.1 | 9.2 | 109 | -2 | 2 | 2 | -5
CCn1ccnc1CN(C)Cc1cn[nH]c1-c1ccc(F)cc1F | -3 | -0.4 | 0.9 | 1 | -0.1 | 93 | 11 | -11 | 12 | -3
CC(=O)Oc1ccc(C2OC(=O)c3ccccc3N2C(C)=O)cc1 (centres undefined) | -9 | 0.3 | 1 | 1.1 | 0.1 | 91 | -2 | 2 | 1 | -2
O=C(COC(=O)c1cncc(Br)c1)NCc1ccco1 | -4 | -0.3 | 0.95 | 1 | 2.6 | 99 | 6 | -6 | 5 | 2
O=C(N/N=C\C=C\c1ccc2c(c1)OCO2)C1COc2cc3ccccc3cc2O1 (centres undefined) | -9 | -0.4 | 1.2 | 1.1 | 2.1 | 112 | -9 | 9 | -2 | 1
CCOC(=O)N1CCN(C(=O)c2cc(-n3cnnc3)ccc2Cl)CC1 | -4 | -0.3 | 1.1 | 1 | 0.6 | 106 | 32 | -32 | 4 | 3
CN(C)/C=C/C(=O)c1cnc(-c2cccc(Cl)c2)s1 | 20 | -0.2 | 2.6 | 0.8 | -1.6 | 138* | 57 | -57 | -4 | 0
CC1CCC2(CC1)NC(=O)N(CC(=O)Nc1ccc3c(c1)OCCO3)C2=O (centres undefined) | 15 | 0.1 | 2 | 0.8 | 0.2 | 120 | 36 | -36 | -2 | -4
CCOC(=O)C1(Cc2ccccc2)CCN(Cc2cccc3c2OCO3)CC1 | -3 | -0.1 | 0.71 | 1 | -0.3 | 92 | 16 | -16 | 7 | -10
C=CCN=c1scc(-c2ccc(F)cc2)n1/N=C/c1ccccn1 | -1 | -0.2 | 3.3* | 1 | 0.7 | 120 | 47 | -46 | -29 | -1
O=C1CCC(C(=O)Nc2cccc(S(=O)(=O)N3CCOCC3)c2)N1 (centres undefined) | -2 | -0.2 | 1.2 | 1 | -1.1 | 104 | -1 | 1 | -1 | 2
COc1cccc(C(=O)CSc2nnc(CNc3nc(-c4ccccc4)cs3)n2C)c1 | -6 | -0.2 | 1 | 1.1 | -3.8 | 96 | -5 | 5 | -50 | -1
O=C1c2cccc3cccc(c23)C(=O)N1OS(=O)(=O)c1ccc(Br)cc1 | -5 | -0.3 | 1.2 | 1.1 | 2.3 | 95 | 3 | -3 | -8 | -6
O=C(COc1ccc(Cl)cc1Cl)N/N=C/CCc1ccccc1 | -7 | -0.1 | 1.3 | 1.1 | -4.2 | 99 | 6 | -6 | 2 | -3
Cc1ccc(C(=O)N/C(=C/c2cccs2)C(=O)NCCCn2ccnc2)cc1 | -4 | -0.3 | 1.1 | 1 | -0.4 | 95 | 20 | -20 | 6 | -4
COc1ccc(C(=O)N2CCN=C2SC)cc1 | 6 | 0.3 | · | 0.9 | -1.0 | 96 | -9 | 9 | 9 | 1
O=C(NCc1ccc2c(c1)OCO2)C1CCCN1C(=O)Nc1ccccc1 (centres undefined) | -4 | -0.2 | 1.1 | 1 | 3.4 | 96 | 3 | -3 | 15 | -1
COc1ccc(CCC(=O)Nc2nc3ccccc3[nH]2)cc1OC | -4 | -0.1 | 1.4 | 1 | -0.1 | 96 | 20 | -20 | 3 | -4
COP(=O)(OC)c1nc(-c2cccc3ccccc23)oc1NCc1ccccc1 | -3 | -0.4 | 0.94 | 1 | 0.0 | 91 | -11 | 11 | -13 | -8
Cc1ccc(Cn2ncc3c(N4CCN(C5CCCC5)CC4)ncnc32)cc1 | -12 | 0.2 | 0.98 | 1.1 | -1.3 | 95 | 7 | -7 | 12 | -9
O=C(COc1ccc(-c2ccccc2)cc1)N/N=C/c1cc(O)ccc1Br | 3 | -0.1 | 1.2 | 1 | -0.8 | 98 | -13 | 13 | -16 | -4
COCCNC(=S)Nc1ccc2[nH]c(=O)[nH]c2c1 | -6 | -0.2 | 1.2 | 1.1 | -0.3 | 97 | 4 | -4 | 7 | -5
OCC(O)CSc1nc(-c2ccccc2)nc2c1CCC2 (centres undefined) | -5 | -0.1 | 1.1 | 1.1 | 0.5 | 94 | -16 | 16 | -10 | -2
CC1CC(C)CN(Cc2nc3c(c(=O)n(C)c(=O)n3C)n2CCN2CCOCC2)C1 (centres undefined) | -4 | 0.1 | 1.2 | 1 | 0.0 | 101 | 4 | -4 | 5 | -5
Cc1c(C(=O)O)[nH]c2c1C(=O)CC(c1ccc(Cl)cc1)C2 (centres undefined) | -3 | 0.1 | 1.1 | 1 | 3.4 | 106 | 11 | -11 | -5 | 0
